Assay outcomes: PubChem BioAssay, Broad Institute
Rtt109 HAT inh: inhibitors of C. albicans Rtt109/Vps75 HAT, primary screen, biochemical, ThioGlo CoA-SH fluorescence, plate reader | Histone acetyltransferase RTT109 (Candida albicans (strain SC5314 / ATCC MYA-2876)), … | purified Rtt109/Vps75, 4 h | inhibition, % at 34.9 µM | actives 0.16% (n = 330,000) | AID 540336, 2011;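 active = inhibition of at least 50% in every replicate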
Target sequence (Q5AAJ8 whole entry, looked up): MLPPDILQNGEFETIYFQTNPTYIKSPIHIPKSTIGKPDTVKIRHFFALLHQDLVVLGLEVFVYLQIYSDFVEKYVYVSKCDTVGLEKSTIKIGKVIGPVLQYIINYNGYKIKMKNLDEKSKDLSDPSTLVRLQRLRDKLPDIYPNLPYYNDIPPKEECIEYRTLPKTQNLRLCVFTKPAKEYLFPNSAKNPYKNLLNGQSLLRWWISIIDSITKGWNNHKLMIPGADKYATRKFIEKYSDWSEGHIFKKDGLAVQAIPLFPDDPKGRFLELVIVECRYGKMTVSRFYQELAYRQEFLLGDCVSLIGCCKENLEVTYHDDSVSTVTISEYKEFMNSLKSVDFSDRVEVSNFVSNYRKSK
NSD2 inh: NSD2 histone methyltransferase inhibitors, primary screen, biochemical, AlphaScreen, single concentration, set 2; Histone-lysine N-methyltransferase NSD2 (Homo sapiens), O96028; NSD2 peptide methylation, 120 min; inhibition, % at 12.5 µM; actives 0.54% (n = 310,000); AID 743445, 2014; in the data active = inhibition above about 50%
PfHsp90 set2: growth inhibition of PfHsp90-expressing yeast, primary screen, antimalarial PfHsp90 inhibitor project, S. cerevisiae, BacTiter-Glo luminescence, single point, set 2; actives 0.32% (n = 310,000); inhibition, % at 9.4 µM; AID 504621, 2011; BacTiter-Glo ATP, 48 h; yeast lacking PDR1 and PDR3 efflux regulators;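 active = every replicate shows inhibition above about 80%, whatever the replicate mean, limit read from the data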;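 note: 0% = DMSO neutral controls and 100% = 20 µM radicicol positive controls; yeast relying on Plasmodium falciparum Hsp90 in place of its own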
dFosB activator: activators of delta FosB homodimer, primary screen, biochemical, fluorescence polarization, TAMRA-CDK5 oligo, single point. activation, % at 25 µM. purified delta FosB; percent of positive-control signal above neutral wells. actives 0.99% (n = 340,000). AID 493131, 2011. Protein FosB (Mus musculus), P13346;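 active = mean activation above about 17%, with every replicate also reaching it, limit read from the data, passing the limit was not always enough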;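 note: fluorescence polarization rise as delta FosB binds a TAMRA Cdk5 AP-1 oligo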
CAL PDZ FP-1: CAL PDZ peptide-binding inhibitors, primary screen, biochemical, fluorescence polarization, Cer-tagged CAL PDZ, HTS; AID 504414, 2011; inhibition, % at 20 µM; actives 0.02% (n = 330,000); Golgi-associated PDZ and coiled-coil motif-containing protein (Homo sapiens), Q9HD26; purified CAL PDZ, TMR-peptide fluorescence polarization, 1 h;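 active = highest replicate inhibition of at least 40%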;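 note: plate controls were DMSO neutral control wells for no effect and unlabeled competitor peptide control wells for full effect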
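System: tagged CAL PDZ domain. Schedule: 1 h room-temperature incubation prior to read. Signal: fluorescence polarization (mP). Measure: percent inhibition from loss of millipolarization.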
PvdQ inh: P. aeruginosa PvdQ acylase inhibitors, primary screen, biochemical, fluorescence, plate reader and imaging, single point; PvdQ acylase [Pseudomonas aeruginosa LESB58]; purified PvdQ acylase; inhibition, % at 10 µM; actives 0.063% (n = 340,000); AID 488965, 2010; in the data active = inhibition above about 30%, passing the limit was not always enough;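 note: 0% = vehicle neutral wells and 100% = reference inhibitor wells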
SR-BI HDL uptake: inhibitors of SR-BI mediated HDL lipid uptake, primary screen, ldlA[mSR-BI] cells, fluorescence, single point; Scavenger receptor class B member 1 (Mus musculus), Q61009; ldlA[mSR-BI] CHO cells, DiI-HDL uptake fluorescence, 3 h; inhibition, % at 12.5 µM; actives 0.96% (n = 320,000); AID 488896, 2010;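 active = mean replicate inhibition of at least 70% and a set share of replicates each scoring 70 or more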;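 note: 0% = median of neutral control wells and 100% = median of positive control wells; values of inactives mirror those of a sister screen read the other way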
Target sequence (Q61009 whole entry, looked up): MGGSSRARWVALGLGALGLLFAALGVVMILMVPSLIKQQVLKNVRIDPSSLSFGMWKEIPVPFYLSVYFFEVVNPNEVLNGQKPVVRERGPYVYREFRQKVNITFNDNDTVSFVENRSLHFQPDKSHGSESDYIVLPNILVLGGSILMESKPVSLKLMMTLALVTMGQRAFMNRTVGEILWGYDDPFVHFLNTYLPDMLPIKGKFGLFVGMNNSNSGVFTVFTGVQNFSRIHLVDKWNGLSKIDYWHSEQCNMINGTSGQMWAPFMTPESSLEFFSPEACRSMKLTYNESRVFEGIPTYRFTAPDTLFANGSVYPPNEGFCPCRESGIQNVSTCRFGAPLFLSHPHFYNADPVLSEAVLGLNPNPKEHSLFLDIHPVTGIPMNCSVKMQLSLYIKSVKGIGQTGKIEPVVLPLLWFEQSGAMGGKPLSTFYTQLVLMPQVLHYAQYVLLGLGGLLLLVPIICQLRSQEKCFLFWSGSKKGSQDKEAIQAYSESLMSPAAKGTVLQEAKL
MITF TRPM1 HTS: activators of MITF-driven TRPM1 promoter reporter, primary screen, cell-based, SK-MEL-5, luciferase, single point; activation, % at 12.5 µM; actives 0.75% (n = 300,000); SK-MEL-5 TRPM1-promoter luciferase, 24 h; % of positive control, neutral wells = 0;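 active = mean activation of at least 80% with every replicate also reaching 80%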;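 note: 0% = neutral control wells and 100% = parthenolide positive control wells; values of inactives mirror those of a sister screen read the other way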
CAL PDZ FP-2: untagged CAL PDZ binding inhibitors, primary screen, biochemical, fluorescence polarization, HTS; Golgi-associated PDZ and coiled-coil motif-containing protein (Homo sapiens), Q9HD26; purified CAL PDZ, TMR-peptide fluorescence polarization, 1 h; inhibition, % at 24.9 µM; actives 0.92% (n = 300,000); AID 602252, 2012;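 active = mean inhibition of at least 30% with at least half of replicates also reaching 30%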;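 note: 0% = DMSO neutral control and 100% = excess unlabeled competitor peptide PRC23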
SR-BI uptake up: activators of SR-BI mediated DiI-HDL uptake, primary screen, ldlA[mSR-BI] CHO cells, DiI fluorescence | 3 h; 100 = double the neutral-control signal | activation, % at 12.5 µM | actives 0.096% (n = 320,000) | AID 504775, 2011;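 active = mean replicate activation of at least 60% and every replicate at or above 60%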;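 note: 0% = median plate neutral-control signal and 100% = twice that signal; values of inactives mirror those of a sister screen read the other way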
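system = CHO ldlA[mSR-BI] cells, LDL receptor-null, SR-BI overexpressing | medium = Ham's F12 with 0.5% BSA, HEPES 25 mM, pH 7.4 | probe or stimulus = DiI-HDL 10 µg/mL | compound dosing = single-point compound dose | incubation = compound exposure 3 h, 37 °C | technique = DiI fluorescence, bottom read | read-out = cell-associated DiI fluorescence as measure of HDL uptake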
* marks the source's active call; other numbers are inactive results; . = no result given.

SMILES | Rtt109 HAT inh | NSD2 inh | PfHsp90 set2 | dFosB activator | CAL PDZ FP-1 | PvdQ inh | SR-BI HDL uptake | MITF TRPM1 HTS | CAL PDZ FP-2 | SR-BI uptake up
O=c1[nH]c(C2CCCN(S(=O)(=O)c3ccccc3)C2)nc2c1nnn2Cc1ccccc1F (stereo unspecified) | 7 | . | -4 | 2 | -1.1 | -8 | . | 3 | 1 | .
Cc1ccc(OCc2ccc(C(=O)Nc3ccc(C(N)=O)cc3)o2)c([N+](=O)[O-])c1 | 2 | 0 | 29 | 15 | -2.8 | 12 | 5 | -6 | -2 | -5
COc1ccccc1C(=O)NC(=O)COC(=O)c1cccc(C)c1O | -7 | 1 | 7 | -4 | -0.7 | -11 | 9 | 1 | -5 | -9
COc1ccc2cc(CN(C(=O)Nc3ccccc3OC)C3CCCC3)c(=O)[nH]c2c1 | 7 | 1 | 4 | -4 | -2.2 | 13 | . | -3 | -4 | .
NC(=O)c1ccc(NC(=O)CCCNC(=O)c2ccc(Cl)cc2)cc1 | -7 | -2 | 37 | -11 | 0.3 | -10 | -24 | -3 | -3 | 24
O=S(=O)(Nc1ccccc1F)c1cccc(NC(=S)NCCN2CCOCC2)c1 | 0 | 0 | 35 | 1 | -0.9 | -11 | 2 | -2 | 8 | -2
Cc1ccc(S(=O)(=O)N2CC3(C)CN(S(=O)(=O)c4ccc(C)cc4)CC(C)(C2)C3O)cc1 (stereo unspecified) | -4 | -1 | -52 | 2 | 0.7 | -9 | -11 | . | -3 | 11
COc1ccc(-c2nc3c(-c4ccccc4)cnn3cc2C)cc1F | -2 | -2 | 2 | -5 | -0.3 | -8 | 24 | 28 | -6 | -24
Cc1cccc(-c2noc(CNC(=O)c3ccc4c(c3)OCO4)n2)c1 | -3 | -1 | 18 | -12 | -1.8 | -10 | -12 | -8 | -1 | 12
O=C(c1ccc2ccccc2n1)N1CCN(S(=O)(=O)c2ccc(Cl)cc2)CC1 | 1 | . | . | -2 | 0.0 | -8 | -18 | -7 | -1 | 18
Cc1ccnc(NC(=O)c2cc(-c3ccc(Cl)s3)nc3ccccc23)c1 | -45 | -2 | 26 | 9 | -3.1 | -6 | 65 | 9 | -4 | -65
c1ccc(CSc2nncn2-c2ccccn2)cc1 | 7 | 0 | . | -2 | -0.1 | 12 | -10 | 2 | -3 | 10
O=C(CSc1nc(C2CC2)nc2c1cnn2-c1ccccc1)Nc1c[nH]c(=O)[nH]c1=O | -7 | 2 | 3 | 127* | -0.6 | 16 | 17 | -1 | 4 | -17
O=C(O)C(c1ccccc1)N1C(=O)/C(=C\c2ccc(-c3cccc(Cl)c3)o2)SC1=S (stereo unspecified) | -3 | 6 | -10 | -34 | . | 18 | 2 | 6 | -4 | -2
COc1ccc(/C=C(/CC(=O)NCc2ccc(Cl)cc2)c2nc3ccccc3s2)cc1 | -2 | -4 | -38 | -6 | -0.6 | -6 | 45 | 6 | 1 | -45
CCc1ccc(NC(=O)CC2C(=O)N(c3ccc(C)cc3)C(=O)N2C2CC2)cc1 (stereo unspecified) | -8 | -1 | 22 | -7 | -1.8 | -15 | . | 2 | -3 | .
CC(NC(=O)CSc1ncccn1)c1ccccc1 (stereo unspecified) | -3 | -2 | . | 1 | -1.0 | -5 | -20 | 2 | -2 | 20
CC(C)(C)OC(=O)CC[C@@H](C(=O)NCCCCCCCCCCC(=O)N1CCN(C(=O)OC(C)(C)C)CC1)n1cc(CCCCCNC(=O)OC(C)(C)C)nn1 | 1 | . | 6 | -4 | 0.3 | 0 | 51 | -9 | -3 | -51
CCOC(=O)C1=C(C)NC(=O)NC1 | -10 | . | 32 | 0 | 0.6 | -8 | -35 | . | . | 35
Cc1ccc(C)c(C(=O)CN2C(=O)CCC2=O)c1 | 2 | -1 | 4 | 9 | 1.4 | 10 | -8 | -7 | -2 | 8
Cc1c(-n2c(SCC(C)C)nc3ccccc3c2=O)c(=O)n(-c2ccccc2)n1C | 13 | -2 | -5 | -18 | 1.0 | -14 | -10 | 3 | 0 | 10
O=C(CNC(=O)C1(c2ccccc2)CC1)Nc1ccc(F)c(F)c1 | -6 | 1 | . | 6 | 0.8 | -17 | -2 | -2 | -4 | 2
CC(=O)NC1CC2CCCC(C1)N2C(=O)Nc1cccc(Cl)c1 (stereo unspecified) | -3 | -3 | 13 | -5 | 0.1 | -5 | -10 | . | 3 | 10
CCn1nc(NC(C)=O)c2cc3ccc(C)cc3nc21 | -3 | -1 | -12 | 5 | 0.1 | -17 | 0 | 8 | -6 | 0
Clc1nc(-c2n[nH]nc2Cl)n[nH]1 | 0 | -6 | 1 | -1 | -0.6 | -10 | -33 | 19 | -9 | 33
CCNC(=O)CSc1nc2ccccc2c(=O)n1OC | -4 | -1 | -19 | -3 | 0.1 | -14 | -13 | -7 | -5 | 13
CCCCn1cc(SCC(=O)O)c2ccccc21 | -2 | 5 | . | -3 | -0.9 | -12 | -28 | . | -1 | 28
CC(C)CCOP(=O)(c1ccc(N(C)C)cc1)C(O)c1ccccn1 (stereo unspecified) | 9 | -6 | -9 | -1 | -2.2 | 15 | -13 | -5 | -4 | 13
COc1ccc(C)cc1NC(=O)c1cc2ccccc2cc1OCC(=O)NCc1ccco1 | 4 | -8 | -10 | -7 | . | -11 | 37 | -1 | -3 | -37
CCn1c(SCc2ccc(C(=O)Nc3nccs3)cc2)nnc1-c1ccc(N)cc1 | 1 | -10 | -13 | 3 | -2.7 | -9 | 19 | 0 | -3 | -19
CC(C)(C)c1nnc(NC(=O)CS(=O)(=O)Cc2ccccc2)s1 | 3 | -2 | 2 | 0 | -2.7 | -2 | -3 | -13 | -4 | 3
CCC(C)Nc1nc(N)c([N+](=O)[O-])c(NCCO)n1 (stereo unspecified) | -4 | -1 | -15 | -3 | -0.9 | -5 | 1 | . | -2 | -1
O=C(COc1ccccc1)NCc1nnc(SCC(=O)Nc2nccs2)n1-c1ccccc1 | -7 | . | -1 | -1 | 0.2 | -8 | 6 | -14 | 4 | -6
O=C(N/N=C/c1ccc(Br)s1)c1cccs1 | 3 | -1 | -11 | -22 | -2.4 | -8 | -5 | . | . | 5
O=C(CNc1n[nH]c(=O)[nH]c1=O)N/N=C/C=C/c1ccccc1 | -15 | 0 | 15 | -7 | -0.2 | -4 | -18 | -3 | -6 | 18
Cc1ccccc1NC(=O)c1c(-c2ccccc2)noc1C | -1 | -4 | 16 | 1 | 0.2 | -12 | 3 | 12 | -2 | -3

Already shown: 6 of the compounds above.
SMILES | Rtt109 HAT inh | NSD2 inh | PfHsp90 set2 | dFosB activator | CAL PDZ FP-1 | PvdQ inh | SR-BI HDL uptake | MITF TRPM1 HTS | CAL PDZ FP-2 | SR-BI uptake up
CC(C)(C)c1nnc(NC(=O)CS(=O)(=O)Cc2ccccc2)s1 | 3 | -2 | 2 | 0 | -2.7 | -2 | -3 | -13 | -4 | 3
CCC(C)Nc1nc(N)c([N+](=O)[O-])c(NCCO)n1 (stereo unspecified) | -4 | -1 | -15 | -3 | -0.9 | -5 | 1 | . | -2 | -1
O=C(COc1ccccc1)NCc1nnc(SCC(=O)Nc2nccs2)n1-c1ccccc1 | -7 | . | -1 | -1 | 0.2 | -8 | 6 | -14 | 4 | -6
O=C(N/N=C/c1ccc(Br)s1)c1cccs1 | 3 | -1 | -11 | -22 | -2.4 | -8 | -5 | . | . | 5
O=C(CNc1n[nH]c(=O)[nH]c1=O)N/N=C/C=C/c1ccccc1 | -15 | 0 | 15 | -7 | -0.2 | -4 | -18 | -3 | -6 | 18
Cc1ccccc1NC(=O)c1c(-c2ccccc2)noc1C | -1 | -4 | 16 | 1 | 0.2 | -12 | 3 | 12 | -2 | -3

Other compounds:
SMILES | Rtt109 HAT inh | NSD2 inh | PfHsp90 set2 | dFosB activator | CAL PDZ FP-1 | PvdQ inh | SR-BI HDL uptake | MITF TRPM1 HTS | CAL PDZ FP-2 | SR-BI uptake up
CCN(CC)S(=O)(=O)c1ccc(NC(=O)CSc2nc3nc(C)cc(C)c3c(=O)[nH]2)cc1 | 3 | 2 | -8 | -7 | -0.9 | -7 | -28 | . | -6 | 28
Cc1cc(NC(=O)C2C3C(=O)N(CC4CCCO4)C(C(=O)NCc4ccccc4)C34C=CC2(C)O4)no1 (stereo unspecified) | -2 | -3 | 10 | -2 | 0.0 | 2 | . | -3 | -3 | .
COc1cc2c(cc1NC(=S)Nc1cccc(C(F)(F)F)c1)oc1ccccc12 | 5 | -1 | . | -7 | -1.9 | -10 | 75* | . | -2 | -75
O=C(CCCC(=O)OCC(=O)c1cccs1)Nc1ccc(F)cc1 | -16 | 0 | -10 | -7 | -1.3 | -6 | 62 | -6 | 5 | -62
CN(C)c1ccc(/C=N/NC(=O)Cn2nnc3ccccc32)cc1 | 1 | 2 | -23 | -6 | -0.2 | -3 | -4 | 6 | -6 | 4
COC(=O)c1ccc(=O)c2nc3/c(=C/O)c(O)cc(=O)c3[nH]c12 | 10 | . | 27 | -8 | 2.7 | 6 | 16 | . | -1 | -16

Not a hit list; overall some 4.3% were active at least once.
